# Screens: PubChem, Southern Research Specialized Biocontainment Screening Center
# PhoP GFP inhibition: PhoP regulon inhibitors, Salmonella typhi PhoP promoter GFP reporter, confirmatory (AID 1850); Salmonella Typhi PhoP-promoter GFP reporter, fluorescence, 4 h; higher % means a stronger effect; inhibition, % at 50 µM, or IC50 in µM where a hit was titrated; 310,000 tested, 0.33% active; in the data active = a potency from the dose series; inconclusive = inhibition mostly from about 25% at the one dose, without a potency; inactive = the rest, 99 in 100 with inhibition below about 19%;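 also: 0% = induced wells with vehicle and 100% = uninduced wells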
# tuberculosis growth: growth inhibition of non-replicating M. tuberculosis (AID 488890); 320,000 tested, 0.39% active; Mycobacterium tuberculosis non-replicating, growth inhibition; higher % means a stronger effect; one-dose inhibition, % at 25 µM; IC50 in µM for titrated hits; in the data active = a potency from the dose series; inconclusive = inhibition mostly from about 82% at the one dose, without a potency; inactive = the rest, 99 in 100 with inhibition below about 76%;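 also: plate controls were DMSO cells for no effect and high antibiotic wells for full effect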
# influenza NS1A: H1N1 influenza NS1A inhibitors, functional cell based assay (AID 504329); NS1A functional cell-based assay, percent inhibition; higher % means a stronger effect; 340,000 tested, 0.3% active; inhibition, % at 12.5 µM; hits with a dose series show IC50 in µM; in the data active = a potency from the dose series; inconclusive = inhibition above about 27% without an active follow-up result; also: strong numbers were not always called active
# inhibitors of VEEV: inhibitors of VEEV TC-83 cytopathic effect, confirmation, Vero cells (AID 588727); inhibition, % at 20 µM; hits with a dose series show IC50 in µM; Vero cells, VEEV TC-83 cytopathic effect inhibition; higher % means a stronger effect; 350,000 tested, 0.13% active; in the data active = a potency from the dose series; inconclusive = inhibition mostly from about 14% at the one dose, without a potency; inactive = the rest, 99 in 100 with inhibition below about 12%; also: strong numbers were not always called active
# H37Rv inhibition: M. tuberculosis growth inhibition, HTS (AID 449762) | inhibition, % at 25 µM, or IC50 in µM where a hit was titrated | M. tuberculosis H37Rv growth inhibition, 7H9 media; higher % means a stronger effect | 330,000 tested, 0.59% active; in the data active = a potency from the dose series; inconclusive = inhibition above about 70% without an active follow-up result;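 also: bacterial growth assessed after seven days of incubation; strong numbers were not always called active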
# inhibitors of VEEV 10K pilot screen: also measured in inhibitors of VEEV; calls as there; inhibition, %; measured here: 10K pilot screen inhibition
# * marks the source's active call; other numbers are inactive results; i = inactive; ? = inconclusive; / = no result given. Outcome played no part in choosing rows; any-hit rate near 1.6%.
SMILES,PhoP GFP inhibition,tuberculosis growth,influenza NS1A,inhibitors of VEEV,H37Rv inhibition,others
COc1ccc(CCNC(=O)c2ccc(Cl)cc2Cl)cc1,-9%,20%,10%,5.2%,4%,
Cc1cc(NC(=O)c2ccc3c(c2)OCO3)ccc1NC(=O)c1ccco1,-3%,4%,10%,0.8%,-3%,inhibitors of VEEV 10K pilot screen=1.6
COc1ccc(OC)c(C(=O)COC(=O)C2CC3CCCC(C2)C3=O)c1 (stereo unspecified),-10%,-8%,-9%,8.8%,-5%,
Cc1cc(=O)oc2cc(OCC(=O)c3ccccc3)ccc12,0%,-8%,-1%,i,-2%,
COC(=O)CSc1nc2sc3c(c2c(=O)[nH]1)CCC3,-3%,0%,-3%,3.1%,-3%,
CS(=O)(=O)N(CC(=O)N1CCCCCC1)c1ccc(Cl)cc1,-10%,11%,-5%,0.1%,4%,
COc1ccc(-n2cnc3ccccc32)cc1,-2%,25%,-3%,1.4%,5%,
O=C(NCc1ccccc1Br)c1ccncc1,-4%,34%,-7%,i,8%,
C=CCNC(=O)COc1ccc(Br)cc1Cl,-8%,22%,-8%,i,-29%,
COc1cc2nc(CCc3ccccc3)oc(=O)c2cc1OC,-1%,21%,-7%,0.3%,11%,
COC(=O)C(NC(=O)c1ccccc1Cl)(Nc1ncc(S(=O)(=O)c2ccc([N+](=O)[O-])cc2)s1)C(F)(F)F (stereo unspecified),-9%,44%,0%,5.5%,?,
COc1ccc(CNC(=O)CC(NC(N)=O)c2ccccc2Cl)cc1OC (stereo unspecified),-2%,2%,-1%,0.5%,-8%,
C=CCn1c(SCC(=O)Nc2ccc(F)cc2F)nc2c([nH]c3ccccc32)c1=O,-6%,-8%,23%,0.8%,-2%,
CCNc1nc(Oc2ccc(Cl)cc2Cl)cc(C(F)(F)F)n1,0%,12%,-5%,0.8%,5%,
O=C(c1cc2ccccc2oc1=O)N(Cc1ccco1)CC1CCCO1 (stereo unspecified),-2%,-3%,-12%,i,8%,
CC(=O)Nc1ccc(NC(=O)c2ccc(CN3CCc4ccccc4C3)cc2)cc1,-3%,28%,-3%,i,-2%,
COc1cccc(C(=O)Nc2ccc(-c3nc4ccccc4o3)c(O)c2)c1,-5%,?,2%,0.4%,?,
O=C(NNc1c2ccccc2nc2ccccc12)C12CC3CC(CC(C3)C1)C2,5%,-2%,-6%,1.3%,8%,
Cc1cccc(OCCn2ccnc2)c1,3%,5%,-7%,0.6%,1%,
CCCCNC(=O)OCCSCCS(=O)(=O)c1ccc(Cl)cc1,2%,51%,-5%,1.2%,-2%,
CCS(=O)(=O)c1ccc2c(c1)N(S(=O)(=O)c1cccs1)CC(C(=O)O)O2 (stereo unspecified),1%,5%,-7%,0.7%,-3%,
Cn1cc(P(=S)(N2CCOCC2)N2CCOCC2)cc1P(=O)(N1CCOCC1)N1CCOCC1,-18%,9%,3%,0.8%,8%,
O=c1o[nH]c(-c2ccccc2)c1C1=NCCCCC1,-2%,-5%,11%,5.6%,-13%,
CCN(CC)CC(O)Cn1c2ccccc2c2ccccc21 (stereo unspecified),15%,-11%,2%,0.1%,-8%,
Cc1ccc(/C(N)=N/OC(=O)CCCc2ccccc2)cc1,-4%,24%,-11%,1.0%,2%,
O=C(COC(=O)COc1ccccc1)Nc1ccc(S(=O)(=O)N2CCOCC2)cc1,-8%,8%,10%,0.8%,-1%,
C1=C[C@@H]2CCN(Cc3ccccc3)Cc3cccc(c32)C1,/,16%,6%,0.1%,9%,
O=S(=O)(c1ccccc1)c1nc(-c2ccccc2)oc1NCc1cccnc1,-7%,4%,-7%,1.5%,-6%,
O=C(COc1coc(CN2CCc3ccccc3C2)cc1=O)Nc1cccc(Cl)c1,3%,23%,-5%,2.5%,14%,
CCC(=O)Nc1ccc(NC(=O)C23CC4CC(CC(C4)C2)C3)cn1,7%,-8%,-9%,2.1%,-3%,

# Quoted at random: three entries already listed, in no set order.
SMILES,PhoP GFP inhibition,tuberculosis growth,influenza NS1A,inhibitors of VEEV,H37Rv inhibition,others
O=c1o[nH]c(-c2ccccc2)c1C1=NCCCCC1,-2%,-5%,11%,5.6%,-13%,
CCN(CC)CC(O)Cn1c2ccccc2c2ccccc21 (stereo unspecified),15%,-11%,2%,0.1%,-8%,
Cc1cccc(OCCn2ccnc2)c1,3%,5%,-7%,0.6%,1%,

# Part of the list above in order of heavy-atom count, low to high.
SMILES,PhoP GFP inhibition,tuberculosis growth,influenza NS1A,inhibitors of VEEV,H37Rv inhibition,others
C1=C[C@@H]2CCN(Cc3ccccc3)Cc3cccc(c32)C1,/,16%,6%,0.1%,9%,
CCS(=O)(=O)c1ccc2c(c1)N(S(=O)(=O)c1cccs1)CC(C(=O)O)O2 (stereo unspecified),1%,5%,-7%,0.7%,-3%,
O=C(COC(=O)COc1ccccc1)Nc1ccc(S(=O)(=O)N2CCOCC2)cc1,-8%,8%,10%,0.8%,-1%,

# Next part:
SMILES,PhoP GFP inhibition,tuberculosis growth,influenza NS1A,inhibitors of VEEV,H37Rv inhibition,others
COc1ccc(NC(=O)Nc2nnc(N3CCCCC3C)s2)cc1OC (stereo unspecified),-12%,/,8%,3.4%,7%,
CC1(C)Cc2c(c(N3CCOCC3)nc3sc4c(=O)[nH]cnc4c23)CS1,4%,14%,5%,6.0%,-9%,
O=C(Nc1ccc2c(c1)OCO2)C1CCCCC1,-14%,-9%,-9%,3.9%,-3%,
Cc1cc(C)nc(NC(=O)c2cc([N+](=O)[O-])cc([N+](=O)[O-])c2)n1,-6%,-21%,9%,0.1%,?,
N/C(=N\N=C\c1ccc([N+](=O)[O-])cc1)c1nonc1N,1%,4%,1%,1.5%,4%,
O=[N+]([O-])c1ccccc1N/N=C/c1ccc2c(c1)OCO2,/,/,0%,i,/,
Cc1cc(C)cc(CC2CC(=O)N(c3ccc4c(c3)OCCO4)C2=O)c1 (stereo unspecified),-1%,12%,-10%,i,14%,
O=C1/C(=C/c2ccncc2)CCc2ccccc21,3%,76%,-18%,1.3%,21%,
CCOCCc1nnc(NC(=O)CS(=O)(=O)c2ccc(C)cc2)s1,-2%,-7%,-9%,1.9%,-7%,
CCC(CC)c1nnc(NC(=O)c2c(C)nn(Cc3ccccc3Cl)c2C)s1,8%,35%,-22%,7.5%,5%,

# The closing two compounds of the section before come first, to join the parts.
SMILES,PhoP GFP inhibition,tuberculosis growth,influenza NS1A,inhibitors of VEEV,H37Rv inhibition,others
CCOCCc1nnc(NC(=O)CS(=O)(=O)c2ccc(C)cc2)s1,-2%,-7%,-9%,1.9%,-7%,
CCC(CC)c1nnc(NC(=O)c2c(C)nn(Cc3ccccc3Cl)c2C)s1,8%,35%,-22%,7.5%,5%,
Cc1ccc(Nc2cc(C)nc3ncnn23)cc1,8%,-2%,-2%,0.4%,-2%,
O=C(CCN1c2ccccc2Sc2ccccc21)OCc1nnc(-c2ccccc2)o1,-16%,/,2%,3.0%,-8%,inhibitors of VEEV 10K pilot screen=1.5
CCOC(=O)c1[nH]c(C)c(/C(O)=C2\C(=O)C(=O)N(CCN(C)C)C2c2cccc(OC)c2OC)c1C (stereo unspecified),-15%,-3%,1%,i,-1%,
O=C(NC(=S)NCC1COc2ccccc2O1)c1ccccc1 (stereo unspecified),6%,78%,5%,0.8%,7%,inhibitors of VEEV 10K pilot screen=2.7
COc1ccccc1OCc1cc(C(=O)NCc2ccc(N3CCCC3=O)cc2)no1,-6%,19%,7%,3.0%,7%,
S=c1nc(NCCc2ccccc2Cl)c2ccccc2[nH]1,-3%,13%,21%,i,0%,
COc1ccc(NC(=O)NCc2ccncc2)c(OC)c1,8%,-2%,-3%,1.5%,-12%,
O=C(Cc1n[nH]c(=O)c2ccccc12)Nc1cc(Cl)ccc1-n1cncn1,5%,-7%,-5%,2.4%,3%,
Cc1cc(Cl)cc(Cl)c1OCCOCCN(C)C,0%,-4%,2%,0.1%,3%,
COc1ccc(CN2CCCC(N3CCc4ccccc4C3)C2)c(O)c1 (stereo unspecified),11%,3%,0%,i,-3%,
COc1ccc(S(=O)(=O)N2CCOC2CNC(=O)C(=O)NCCc2ccccc2OC)cc1 (stereo unspecified),6%,27%,6%,0.7%,-8%,inhibitors of VEEV 10K pilot screen=0.4
CCC(C(=O)OCC(=O)Nc1cc(C)ccc1OC)c1ccccc1 (stereo unspecified),-6%,54%,0%,0.1%,-2%,inhibitors of VEEV 10K pilot screen=0.7
CCC(C)[C@H](NC(=O)OC(C)(C)C)C(=O)N/N=C/C1=Cc2ccccc2OC1 (stereo partly specified),-1%,44%,0%,i,-5%,
Clc1ccccc1C1=Nn2c(nnc2-c2ccncc2)SC1,-1%,/,-1%,i,-3%,
CCCCCCCCOC(=O)c1nc(Cl)c(Cl)c(N)c1Cl,-12%,?,-8%,i,14%,
CCCC1(C(=O)OC)NC(c2ccc(OC)c(OC)c2)C2C(=O)N(c3cccc(C(C)=O)c3)C(=O)C21 (stereo unspecified),0%,8%,-6%,1.1%,-4%,
CC(C)(C)OC(=O)NNC1CC(=O)N(c2ccccc2F)C1=O (stereo unspecified),-14%,-7%,-2%,i,-6%,
O=C(Cn1c(=O)oc2cc(S(=O)(=O)N3CCCC3)ccc21)N1CCCC1,/,6%,3%,0.9%,-6%,
COCCNC(=O)Cn1c(=O)n(C)c2ccccc21,-2%,-2%,-3%,1.5%,-2%,
Nc1ccc(S(N)(=O)=O)cc1,22%,1%,-2%,1.1%,?,
CCN(C[C@H]1N[C@@](C)(C(=O)OC)[C@H]2C(=O)N(C)C(=O)[C@@H]12)S(=O)(=O)c1ccc(C)cc1,/,6%,-10%,i,2%,
O=S1(=O)CCO[C@H]2Cc3ccccc3[C@H]2N1Cc1cccc(Cl)c1,8%,-7%,-2%,5.0%,5%,
Cn1c(-c2sccc2OCc2ccccc2)n[nH]c1=S,-2%,12%,-3%,0.7%,-11%,
COc1cccc(N2CC(C(=O)Nc3nnc(SCCN4CCOCC4)s3)CC2=O)c1 (stereo unspecified),-2%,0%,-5%,9.1%,-1%,
COC(=O)C/C=C/[C@@H](C)[C@@H](/C=N/O[C@H](C)c1cn([C@@H]2COC[C@H]2O)nn1)NS(=O)(=O)c1ccc(C)cc1,-7%,-2%,/,/,-10%,
O=C(Nc1ccc(N2CCOCC2)cc1)C1CCCCC1,2%,-6%,3%,i,-7%,
CCCCNC(=O)[C@H]1C[C@H]1[C@@H](O)[C@H](CO)NC(=O)[C@H](COCc1ccccc1)NC(=O)OC(C)(C)C,6%,4%,-6%,0.1%,-5%,
CCOc1cc(/C=C/c2ccc3cccc([N+](=O)[O-])c3n2)ccc1O,-4%,-9%,3%,?,-9%,
COc1ccc(NC(=O)c2cccc(N3C(=O)NC4CC3(C)Oc3ccccc34)c2)cc1 (stereo unspecified),-11%,24%,3%,6.3%,0%,
CN(C)CC1CSCCC1(O)c1ccccc1Cl (stereo unspecified),7%,2%,10%,i,9%,
Cc1ccc(-n2nnnc2SCC(=O)Nc2nc(-c3ccc(F)cc3)cs2)cc1C,3%,4%,-3%,1.4%,0%,
CC(=O)[C@H]1CCC2C3CC=C4C[C@@H](O)CC[C@]4(C)C3CC[C@@]21C (stereo partly specified),/,33%,-25%,1.6%,6%,
CC(C)(C)c1ccc2c(c1)OC(C(=O)N/N=C\c1ccc[nH]1)CO2 (stereo unspecified),5%,?,4%,8.8%,-1%,
CC1CCc2cc(F)cc3c(O)c(C(=O)NCCN(C)C)c(=O)n1c23 (stereo unspecified),-11%,35%,-3%,0.4%,-1%,
CCn1c(SC(C)C(=O)O)nc2sc3c(c2c1=O)CCC3 (stereo unspecified),-16%,14%,1%,0.0%,8%,
CCN(CC(=O)Nc1cc(Cl)ccc1C)C(=O)CCOc1ccccc1C,-14%,18%,1%,7.6%,-2%,
Cc1cc(C)c(NC(=S)N(C)C)cc1C,12%,-5%,5%,i,-13%,
Cc1nnc(SCC(=O)Nc2cccc(S(=O)(=O)N3CCCCC3)c2)s1,/,4%,-1%,3.3%,0%,
CCN(CC)S(=O)(=O)c1cccc(-c2cn3cc(C)ccc3n2)c1,-5%,26%,4%,7.3%,5%,
O=C(NCc1cccc(Cl)c1)C1CCC(=O)N(C2CC2)C1 (stereo unspecified),2%,-3%,1%,0.9%,2%,
CC(C)CCN(CC(=O)NC1CCCC1)C(=O)C(=O)Nc1ccc2c(c1)OCCO2,-8%,-1%,-10%,2.1%,6%,
Cn1cccc1C(=O)C(=O)Nc1ccccc1,-4%,5%,-10%,8.0%,-9%,
COC(=O)c1[nH]c2cc(OC)ccc2c1N,-24%,-2%,-13%,2.9%,10%,
